EP2 mod = modulates human prostaglandin E2 receptor EP2 signaling | hit rate 0.83% among 260,000 | EP2-expressing cells, cAMP HTRF FRET, PGE2 co-stimulation | induction, % at 25 µM;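 active means compounds whose cAMP rise, as percent of the full-agonist control response, exceeds 60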;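 further: rat C6 glioma line stably carrying human EP2 under a CMV promoter; the protocol text gives 20 µM as final concentration; 100% = response of wells given 1 µM PGE2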
eIF4E 4G PPI = blocks eIF4E binding to eIF4G. hit rate 0.37% among 220,000. AID 782. inhibition, % at 21.7 µM. P63073+Q04637. TR-FRET eIF4E-eIF4GI(517-606) binding, 2 h;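 active means inhibition above about 30%, limit read from the data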;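 further: 0% = full FRET control wells and 100% = background wells lacking eIF4GI fragment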
NPY-Y2 PAM-ag = potentiates or activates human NPY-Y2 receptor. P49146. cells expressing NPY-Y2, potentiator/agonist read-out. activation, % at 3.6 µM. hit rate 0.45% among 220,000; in the data active means activation above about 27%;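 further: cells stimulated with NPY near EC25 plus isoproterenol at EC100; 0% = vehicle plus submaximal agonist and 100% = vehicle plus saturating agonist; some results beyond the cut were filed as inactive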
S1P4 agonist = human S1P4 receptor agonism; AID 1509; S1P4-expressing cell line, agonist reporter assay; activation, % at 4.98 µM; hit rate 0.35% among 220,000; in the data active means activation above about 11%;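 further: 0% = DMSO vehicle and 100% = reference agonist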
NPY-Y1 PAM-ag = human NPY-Y1 potentiation or agonism, primary screen; NPY-Y1 expressing cells, potentiator/agonist activation; activation, % at 3.6 µM; hit rate 0.37% among 220,000; in the data active means activation above about 33%, passing the limit was not always enough;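 further: cells stimulated with NPY at EC10 then isoproterenol at EC100; 0% = low agonist plus stimulus and 100% = saturating agonist plus stimulus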
S1P4 antagonist = blocks the human S1P4 receptor; inhibition, % at 4.98 µM; hit rate 0.26% among 220,000; S1P4-expressing cells, antagonist mode, reporter read-out; AID 1510; O95977; in the data active means inhibition above about 29%;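 further: 0% = wells stimulated with agonist and 100% = vehicle wells without agonist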
p97 inhibitor = blocks human p97 ATPase activity; P55072; recombinant p97 ATPase, Kinase-Glo ATP luminescence, 3 h; inhibition, % at 8 µM; hit rate 0.42% among 220,000; AID 1481; in the data active means inhibition above about 15%;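 further: 0% = DMSO vehicle and 100% = wells lacking enzyme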
EP2 antag = blocks the human prostaglandin E2 receptor EP2. C6 glioma cells expressing human EP2, cAMP TR-FRET; cells stimulated with saturating PGE2. inhibition, % at 25 µM. hit rate 0.52% among 260,000;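 active means percent inhibition above 40 after rounding to a whole number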;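 further: rat C6 glioma host cells with rolipram phosphodiesterase inhibitor present; the protocol text gives 20 µM as final concentration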
NPY Y1 blocker = NPY-Y1 (human) receptor antagonism; HEK293-CNG Y1 cells, membrane potential fluorescence; NPY at EC95, then isoproterenol; P25929; hit rate 1% among 200,000; inhibition, % at 3.6 µM; AID 1040;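 active means inhibition above the campaign mean inhibition of all tested compounds plus 3 SD, cut at about 20% in these data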;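 further: 0% = DMSO wells given NPY plus isoproterenol and 100% = isoproterenol alone without NPY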
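Material: Y1- and CNG-channel-expressing HEK293 cells / Probe or stimulus: NPY 25 nM then isoproterenol 1 µM plus Ro 20-1724 25 µM / Doses: 3.6 µM single dose, DMSO 0.4% / Schedule: compound incubation 1 h at room temperature, readout 45 min post-stimulation / Signal: membrane potential fluorescence / Benchmarks: isoproterenol-only wells as full block versus NPY-plus-isoproterenol wells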
* hit, by the source's call; nt = no result given; & = joins results of further samples; [ ] = dose if it differs, or a comment.

SMILES	EP2 mod	eIF4E 4G PPI	NPY-Y2 PAM-ag	S1P4 agonist	NPY-Y1 PAM-ag	S1P4 antagonist	p97 inhibitor	EP2 antag	NPY Y1 blocker
CCn1nc(-c2ccccc2)nc2c(=O)n(C)c(=O)nc1-2	-88	2[fluorescence artefact?]	-5	1.9	-16	11	37*	43*	2
COc1nc2ccccc2c(=O)n1-c1ccc(Cl)cc1	41	-6[fluorescence artefact?]	0	-0.9	-20	-10	4	8	5
C#CCN(C)[C@H](C)Cc1ccccc1	nt	1	20	1.8	10	4	4	6	4
C/C(=N\N1CCCCCC1)c1c(O)n(C)c(=O)n(C)c1=O	12	3	5	0.4	5	-5	3	1	nt
C/C(=N\Nc1ccccc1)c1c(O)[nH]c(=O)[nH]c1=O	11	0	15	0.1	8	13	6	4	nt
Cc1ccccc1CCNCc1ccc(Br)cc1	18	3	-22	-0.6	-7	-20	-1	6	19
Cc1nn(Cc2ccc(Cl)cc2Cl)c(Cl)c1C(=O)NC1CCCc2ccccc21 (configuration not stated)	6	1	2	0.9	-8	1	4	2	6
CCOC(=O)C1(CCc2ccccc2)CCN(Cc2csc(C(C)=O)c2)CC1	-14	3	-13	2.0	-18	-13	-3	5	3
Cn1c(O)c(C=NCCCC(=O)O)c(=O)n(C)c1=O	9	-12	-6	2.3	-2	-14	2	3	4
CCN(CC(=O)Nc1ccc(C#N)c(Cl)c1)CC(=O)NC(C)(C)C	-40	2	3	1.1	6	7	2	9	-1
CCCS(=O)(=O)N1CCCC(C(=O)N2CCC3(CC2)OCCO3)C1 (configuration not stated)	20	8	-4	1.3	5	-17	-2	20	3
Cc1ccc(C(=O)C2CN3CCC2CC3)cc1 (configuration not stated)	-1	-3	4	-1.9	-6	-25	1	5	-5
Cc1cccc2c(CCN)c[nH]c12	9	-3	2	0.3	2	-18	2	7	1
CC(C)C(=O)Nc1nnc(CCN(CCc2nnc(NC(=O)C(C)C)s2)[N+](=O)[O-])s1	-13	-4	6	-0.3	-1	0	1	9	nt
O=[N+]([O-])/C=C1/NCCN1Cc1ccc(Cl)nc1	1	-1	-3	3.6	21	-21	2	3	2
O=C(COC(=O)Cc1ccccc1)Nc1ccc(SC(F)F)cc1	1	-6[fluorescence artefact?]	-2	3.1	2	-28	5	4	1
Cc1ccc2c(c1)C1CN(C)CCC1N2C(=O)CCCN1C(=O)c2cccc3cccc(c23)C1=O (configuration not stated)	-1	6	-13	1.1	5	18	0	12	nt
CCOC(=O)c1c(/N=C/c2c(O)n(-c3ccccc3F)c(=S)[nH]c2=O)sc2c1CCCC2	17	-9	-1	-1.7	1	-2	4	13	4
CCCCn1c(O)c(C(C)=NCCN2CCOCC2)c(=O)[nH]c1=O	8	1[fluorescence artefact?]	1	0.5	-1	-2	-3	1	7
Cc1ccc(NC(=S)NCCc2cnc[nH]2)cc1C	-19	-2	-18	1.4	-11	0	-2	7	2
Nc1c(C(=O)OCc2ccccc2)c2nc3ccccc3nc2n1Cc1cccs1	12	-2	-1	0.2	-19	-10	5	7	1
O=C1N(c2ccc(Cl)cc2)C(c2cccnc2)N2CCCN12 (configuration not stated)	-47	-4	4	0.8	-1	-5	7	6	-3
CCOP(=O)(OCC)C(c1ccccc1)N(C)C=O (configuration not stated)	-1	6[fluorescence artefact?]	-1	-2.9	-29	3	-4	6	-1
COCCCn1c(N)c(C(=O)Nc2sc3c(c2C(=O)OC)CCCC3)c2nc3ccccc3nc21	-10	10	-13	-1.2	17	-1	0	4	-1
c1ccc2c(c1)OCC(C1=NCCN1)O2 (configuration not stated)	35&20	1	11	0.6	5	-13	4	11&13	2
CCC1=C(C)C(N2CCOCC2)=NP(N2CCOCC2)(N2CCOCC2)=N1	11	-2	-11	-1.0	14	4	6	9	1
Cc1cc(/C=C2\C(=O)NC(=O)N(c3cccc(F)c3)C2=O)c(C)n1-c1cc(C(=O)O)cc(C(=O)O)c1	31	6	-8	-0.2	12	20	4	4	-6
COC(=O)C1C2c3ccccc3OC1(C)N=c1s/c(=C/c3cnn(C)c3)c(=O)n12 (configuration not stated)	10	4	21	1.8	7	-12	4	15	0
CCCCn1c(O)c(C(C)=NCc2cccnc2)c(=O)[nH]c1=O	20	-2	-5	0.4	11	-2	6	10	nt
COc1cc(/C=C2/C(=O)NC(=O)N(c3ccccc3)C2=O)ccc1O	11	3[fluorescence artefact?]	3	2.4	3	-22	3	13	1
COc1cc(CN2CCN(c3cc(C)ccc3C)CC2)ccc1O	-17	1	-9	0.7	-3	-11	-1	7	3
O=C1NC(=O)C(=Cc2ccc3ccccc3c2)C(=O)N1	-28	0	-1	1.6	-14	6	6	11	nt
COc1c(C)cc(C(=O)C2CCCN(Cc3cnc(C)s3)C2)cc1C (configuration not stated)	-29	2	-3	-0.5	-16	4	0	6	-6
COCCCNC(=O)c1c(NC(=O)c2ccccc2Cl)n(Cc2ccccc2)c2nc3ccccc3nc12	21	-2	-21	12*	7	-9	-4	11	14
COc1cccc(Oc2c(C)oc3cc(OC(=O)N(C)C)ccc3c2=O)c1	5	0	7	-3.7	-8	-8	0	9	-1
O=C1NC(=O)C(=Cc2ccsc2)C(=O)N1	-23	3	-5	2.7	6	-29	5	0	2
Cc1cc(C)cc(N2C(=O)NC(=O)/C(=C\c3cccn3-c3ccc(Cl)cc3)C2=O)c1	-18	-2[fluorescence artefact?]	10	2.2	21	5	1	17	-4
CC(C)(CN)CC(=O)O	11	2	-9	1.0	3	-10	7	5	nt
CCn1c(C)c(C(=O)O)c2cc(OC)ccc21	22	-5[fluorescence artefact?]	-6	-2.5	0	2	-2	11	7
CC1CC(C)CN(CC(=O)c2ccc(OC(F)F)cc2)C1 (configuration not stated)	46	4	-7	0.8	-17	-10	3	10	1
CCc1c(C(=O)NN2C(=O)C3C4CCC(O4)C3C2=O)csc1C (configuration not stated)	16	5	9	0.8	5	10	3	5	-1
CNC(C(=O)c1ccccc1)C(OC)c1ccccc1 (configuration not stated)	18	1[fluorescence artefact?]	3	-1.7	-1	3	0	11	16
Cc1ccccc1NC(=O)c1cc(-c2ccccc2)n(CCCN2CCOCC2)c1C	-5	-3	-2	2.6	3	9	0	14	nt
CN(CCCCC(=O)/C=N/O)Cc1ccccc1 (tested in a mixture with another compound)	38	3[fluorescence artefact?]	16	-2.6	17	-6	4	11	-1
COc1ccc(CCn2c(O)c(C=NCc3cccnc3)c(=O)[nH]c2=O)cc1OC	14	-2[fluorescence artefact?]	17	-1.0	7	1	5	4	-1
CCCCCCCn1c(=O)c(C(=O)Nc2cnccn2)c(O)c2ccccc21	0	-2	14	1.4	-3	-23	2	15	nt
Cn1c(O)c(C2=NN(C(=O)CCl)C(c3ccccc3)C2)c(=O)n(C)c1=O (configuration not stated)	17	0	-19	1.3	1	-5	7	16	nt
Nc1c(C(=O)NCCN2CCOCC2)c2nc3ccccc3nc2n1Cc1ccco1	-2	-1[fluorescence artefact?]	10	0.4	10	10	7	19	5
CCOC(=O)c1c(N)n(CCN2CCOCC2)c2nc3ccccc3nc12	14	-5[fluorescence artefact?]	6	1.0	7	-9	2	12	-3
CCCCCCCCCCCCn1ccc(=N)cc1	-24	1	-3	2.0	-45	-1	3	14	nt
CCOc1cc(C=C2C(=O)NC(=O)NC2=O)ccc1OCC(=O)N1CCOCC1	37	1	2	-0.3	-8	-12	3	8	2
CCOC(=O)c1ccc(N2C(=O)CC(N3CC=C(c4ccc(F)cc4)CC3)C2=O)cc1 (configuration not stated)	-11	3	-1	-0.7	-13	3	5	16	2
Cc1ccc2c(c1Cl)NC(C(=O)O)C1CC(Sc3ccccc3[N+](=O)[O-])C(Cl)C21 (configuration not stated)	-17	21	-16	-0.3	-16	9	7	5	nt
O=c1[nH]c(=O)n(-c2ccc(Br)cc2)c(O)c1C=NCCN1CCCCC1	13	93*	-2	-1.8	4	5	4	7	nt
CN(C)CCCNCC(=O)Nc1ccc(Cl)cc1C(=O)c1ccccc1	-11	2	-10	-0.1	-9	-13	2	5	0
CCOc1ccccc1-n1c(O)c(C=Nc2c(C)n(C)n(-c3ccccc3)c2=O)c(=O)[nH]c1=O	11	1	-1	1.6	-8	-5	-6	22	0
c1cncc(CNC2=NCCCCC2)c1	20	-23[fluorescence artefact?]	4	-0.3	-13	-11	1	8	-2
CC1=C2C3OC(=O)C(C)C3CC[C@@]2(C)C=CC1=O (some centres not stated)	-8	5	10	0.2	11	-2	2	8	nt
Clc1cnc(Oc2ccc(Oc3ncc(Cl)cc3Cl)cc2)c(Cl)c1	15&26	1	-7	-0.1	-7	-3	0	15&13	-5
Cc1cccc(OP(=O)(Oc2ccccc2)OC(c2ccccc2)C(F)(F)F)c1 (configuration not stated)	50	1	6	1.9	-18	3	-1	8	13

(next part)
SMILES	EP2 mod	eIF4E 4G PPI	NPY-Y2 PAM-ag	S1P4 agonist	NPY-Y1 PAM-ag	S1P4 antagonist	p97 inhibitor	EP2 antag	NPY Y1 blocker
OC1C2CN3CN(C2)CC1(c1ccccc1)C3 (configuration not stated)	11	-2	-7	0.1	17	-8	8	7	nt
O=C(Nc1ccc(Cl)cc1C(=O)c1ccccc1)c1ccc(Br)o1	38	-13	-8	-1.4	-11	-138	-3	16	-1
O=C1NCN(c2ccccc2)C12CCNCC2	11	9	0	-0.3	-9	-15	8	6	9
CN(C)CCNC(=O)c1cccn(Cc2cccc(C(F)(F)F)c2)c1=O	11	-2	10	0.9	-5	-23	2	2	1
CC(C)OC12Oc3ccccc3C=C1N1CCC2CC1 (configuration not stated)	22	13	11	-0.6	12	-19	2	13	-2
CN=C(SCC(=O)c1cccc(Cl)c1)c1c(O)n(C)c(=O)n(C)c1=O	-1	-4	8	0.2	1	-10	10	6	nt
CCc1ccccc1NC(=O)CNCc1ccccc1	2	0	-11	-0.4	-10	-4	-2	8	5
CC1CCN(S(=O)(=O)c2ccc(NN=C(C#N)C#N)cc2)CC1	-24	4[fluorescence artefact?]	6	0.7	1	-16	4	13	0
Cn1c(O)c(C=NCCc2c[nH]c3ccccc23)c(=O)n(C)c1=O	-3	1	4	2.1	4	-6	2	5	5
O=C(NCC(c1cccnc1)N1CCN(c2ccc(F)cc2)CC1)Oc1ccccc1 (configuration not stated)	12	6	-5	-0.2	-25	-23	3	nt	-3
C=CC[N+]1(C)C2CCC1CC(O)C2 (configuration not stated)	1	2	-7	-0.3	1	2	8	0	4
O=C(CSc1ccccc1)N1CCC2(CC1)OCCO2	15	1	13	-1.6	19	-15	4	8	1
CNC(C)Cc1ccccc1Sc1ccc(O)cc1 (configuration not stated)	2	-13	-22	1.0	4	2	3	16	5
Cc1nc2ccc(Cl)cn2c1P(=S)(N1CCOCC1)N1CCOCC1	10	0	6	0.1	15	-10	0	11	3

Grouped by structure: those above containing bromine (3)
SMILES	EP2 mod	eIF4E 4G PPI	NPY-Y2 PAM-ag	S1P4 agonist	NPY-Y1 PAM-ag	S1P4 antagonist	p97 inhibitor	EP2 antag	NPY Y1 blocker
Cc1ccccc1CCNCc1ccc(Br)cc1	18	3	-22	-0.6	-7	-20	-1	6	19
O=c1[nH]c(=O)n(-c2ccc(Br)cc2)c(O)c1C=NCCN1CCCCC1	13	93*	-2	-1.8	4	5	4	7	nt
O=C(Nc1ccc(Cl)cc1C(=O)c1ccccc1)c1ccc(Br)o1	38	-13	-8	-1.4	-11	-138	-3	16	-1

Bioassay records deposited in PubChem by several laboratories.

This is a subset; the hit share may differ from the screen's.
